# Compound activity as filed in PubChem.
# MLLE-PAM2 inh: blocks PAM2 peptide binding to the PABP1 MLLE domain; P11940; GST-MLLE / FITC-PAM2 fluorescence polarization; inhibition, % at 20 µM; 0.36% of 360,000 active; AID 588489; in the data active = inhibition above about 35%, passing the limit was not always enough;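 also: plate controls were DMSO wells with GST-MLLE for no effect and wells lacking GST-MLLE protein for full effect; some results filed as inactive read as strong as hits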
# TbMetRS inhib: Trypanosoma brucei MetRS inhibition; inhibition, % at 11.9 µM; AID 624268; 0.4% of 360,000 active; purified T. brucei MetRS, ATP depletion, Kinase-Glo luminescence;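 active = inhibition above a per-plate cutoff of the control wells' mean inhibition plus 3 SD, cut at about 5.5% in these data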;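 also: 0% = DMSO wells median and 100% = median of wells with control inhibitor compound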
#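 technique = Kinase-Glo luminescence, ATP depletion format | system = purified MetRS (methionyl-tRNA synthetase) enzyme from Trypanosoma brucei | timing = 15 min preincubation, 2 h reaction, all 25 °C | evaluation = percent inhibition versus plate control medians | dosing = single dose, 11.9 µM final nominal, 0.9% final DMSO | also added = substrates ATP, L-methionine and bulk Escherichia coli tRNA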
# bovine MsrA act: activates bovine MsrA enzyme; purified bovine MsrA, absorbance read-out; activation, % at 10.6 µM; 0.3% of 360,000 active; in the data active = activation above about 7.5%;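 also: 0% = vehicle and 100% = reference activator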
# NRP1-CendR mod: alters CendR peptide binding to human NRP-1; FAM-RPARPAR peptide binding to NRP-1, fluorescence polarization; inhibition, % at 25 µM; 0.85% of 360,000 active;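 active = inhibition or corrected inhibition above about 18%, plus a signal ratio from 0.5 to 1.5, limit read from the data, passing the limit was not always enough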; also: strong numbers were not always called active
# SKN-1 block: inhibitors of C. elegans SKN-1. C. elegans VP596 Pgst-4::GFP/RFP ratio, acrylamide-induced, 24 h. 0.49% of 360,000 active. AID 624304. inhibition, % at 21.8 µM;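 active = interference check ratio from 0.5 to 1.5 plus GFP to RFP signal ratio inhibition reaching or exceeding a fixed threshold, cut at about 30% in these data, passing the limit was not always enough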; also: some compounds called inactive have numbers as strong as hits
# E coli Lon inh: inhibits E. coli Lon protease | P0A9M0 | purified E. coli Lon protease, fluorescence polarization | inhibition, % at 7.94 µM | 0.42% of 360,000 active | AID 602123; in the data active = inhibition above about 13%, passing the limit was not always enough;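 also: 0% = enzyme with probe and DMSO and 100% = no enzyme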
# MsrA inhibitor: bovine MsrA inhibition | 0.75% of 360,000 active | inhibition, % at 15.5 µM | purified bovine MsrA, absorbance read-out | AID 651718; in the data active = inhibition above about 4.5%;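 also: 0% = vehicle wells with enzyme and 100% = reference inhibitor wells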
# FAS TE block: FAS thioesterase (human) inhibition. P49327. recombinant FAS-TE, OMFH fluorogenic substrate, fluorescence endpoint. inhibition, % at 15 µM. 0.67% of 360,000 active. AID 602261;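 active = compounds whose normalised, plate-corrected inhibition of enzyme fluorescence in the single-dose primary screen is 50% or more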;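 also: 0% = DMSO with enzyme and 100% = substrate without enzyme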
# MT1-MMP act inh: inhibitors of human MT1-MMP activation; GFP/RFP ratio change, % at 20 µM; P50281; HT1080 RFP-PRO-GFP cells, GFP/RFP ratio fluorescence, overnight; percent of plate control window, DMSO zero; 0.061% of 360,000 active;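 active = GFP/RFP ratio change of at least 30% with cell ATP level not reduced by more than half and red fluorescence within 50% of control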; also: strong numbers were not always called active
#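 Material – HT1080 RFP-PRO-GFP cells · Control set – DMSO wells and RFP-L50D-GFP cells · Incubation – overnight cell settling, then overnight compound exposure, 37 °C, 5% CO2 · Compound dosing – single-point 20 µM compound, 1% DMSO · Read-out – GFP/RFP fluorescence ratio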
# Active calls of the source: *; . = no result given.
SMILES,MLLE-PAM2 inh,TbMetRS inhib,bovine MsrA act,NRP1-CendR mod,SKN-1 block,E coli Lon inh,MsrA inhibitor,FAS TE block,MT1-MMP act inh
O=c1c2ccccc2ncn1CCOc1ccccc1[N+](=O)[O-],15.8,-0.8,-4.7,5.3,-9.5,7.1,-0.1,0.5,2.7
Cc1ccc(-c2nnn(CC(=O)N(c3cnc4ccccc4c3)C(C(=O)NC3CCCC3)c3ccncc3)n2)o1 (stereo not drawn),-10.7,-1.0,-7.0,-10.9,8.6,-5.6,-1.4,-2.9,2.0
CCOc1ccc(-n2c(SCC)nc3c(c2=O)SCC3)cc1,-4.7,0.9,-3.9,-4.2,2.3,-4.6,-0.6,-2.8,-4.5
Cc1cc2cc(C)c(SCC(=O)NCc3ccco3)nc2cc1C,15.7,-0.2,-4.2,-0.9,0.3,-4.0,0.3,13.7,-0.3
C=CCC(c1ccccc1)N(C(C)=O)c1ccco1 (stereo not drawn),0.0,-0.7,-7.4,-2.7,-4.7,-1.4,0.5,-7.2,1.0
CCOc1ccccc1C=NNC(=O)c1cccc2ccccc12,-10.2,-0.3,-1.6,1.3,-4.0,-10.8,0.6,-2.8,0.5
COc1ccc(OCc2n[nH]c(=S)n2Cc2ccco2)cc1,-1.8,0.0,3.2,-10.4,1.6,-3.6,-0.2,-1.9,1.4
COC(=O)c1ccc(OCC(O)Cn2nnc3ccccc32)cc1 (stereo not drawn),1.1,-0.6,-3.5,-4.3,-0.4,-5.4,-0.5,-0.4,2.7
Cc1ccc(CN(C)C(=O)C2CCC(=O)N(C3CCCCCC3)C2)cc1 (stereo not drawn),-6.6,-0.3,1.2,19.1,6.6,-7.8,-1.7,0.3,-0.8
COc1ccc(C/C(C)=N/NC(=O)C2COc3ccccc3O2)cc1 (stereo not drawn),4.9,0.1,0.2,2.7,10.4,-1.4,-1.0,-3.6,1.8
COc1ccc(/C=C2\SC(=O)N(CCn3cnnn3)C2=O)cc1,15.7,-0.9,-5.7,-5.2,1.5,1.5,6.3*,-9.5,.
CCC(O)C1CCN(Cc2cn(-c3ccc(OC)cc3)nc2-c2cccc(F)c2)CC1 (stereo not drawn),-11.6,-0.2,-2.7,1.6,-0.1,2.3,-0.4,1.8,3.1
C=CCn1nc2ccccc2c1OCCO,9.8,-0.2,-2.0,10.8,0.4,-7.5,2.0,-10.6,3.9
C=C1CCN([C@@H](Cc2ccccc2)C(=O)NCc2ccccc2)S(=O)(=O)c2ccccc21,-0.1,-0.5,-9.6,24.9,-15.8,12.8,-0.8,18.0,-7.3
CN(CC(=O)N1CCN(c2cccc(Cl)c2)CC1)S(=O)(=O)c1cnc[nH]1,-9.9,-0.5,-3.6,-3.5,0.1,-6.3,-1.5,-17.4,-2.8
O=C(Nc1ccc2cn[nH]c2c1)c1ccccc1F,3.0,1.5,-3.4,-8.9,5.5,5.5,-0.8,-4.4,0.6
CCCSc1cc(Cl)nc(N)n1,-1.3,-1.0,-9.7,6.6,-4.9,0.8,0.4,-7.4,-1.6
Cc1ccc(S(=O)(=O)N2CCN(S(=O)(=O)c3ccc(C)cc3)C2)cc1,-3.4,-0.4,-5.1,9.6,-5.1,-8.4,5.5*,11.0,1.9
O=C(N/N=C/c1sc(=O)n(Cc2ccc(Br)cc2)c1Cl)c1ccco1,-132.3,-0.5,-4.3,-61.4,-3.8,-5.0,0.7,0.3,-5.3
CC1Cc2cc(S(=O)(=O)N3CCC(C(N)=O)CC3)ccc2N1C(=O)C1CC1 (stereo not drawn),20.0,-0.3,-0.4,-1.9,-2.9,12.3,-0.6,-3.9,5.8
Cc1cccn2c(=O)nc(SCC(=O)Nc3cccc4ccccc34)nc12,11.6,0.0,-3.7,-4.2,-5.0,-3.6,0.1,5.9,1.7
CNC(=O)c1ccccc1S(=O)c1ccccc1COC(C)=O (stereo not drawn),-10.8,-0.4,-3.7,3.5,-1.8,-5.1,-1.1,-5.0,3.0
C#CCOCCOCCOCCNc1nc(N2CCN(C(=O)[C@H](CCC(=O)O)n3cc([C@@H](N)[C@H](C)CC)nn3)CC2)nc(N2CCN(C(=O)[C@H](CCCCN)n3cc([C@@H](N)CC(N)=O)nn3)CC2)n1,-6.2,0.5,0.2,-16.5,-6.2,-4.7,0.1,-7.7,7.1
COc1ccc(C)cc1S(=O)(=O)Nc1cccc(Cl)c1,-3.1,-0.5,-3.4,-4.9,-8.2,-3.1,-0.3,11.2,0.1
COc1ccc(NC(=O)CN(C)C(=O)c2ccc(N3CCCCC3)c([N+](=O)[O-])c2)cc1,11.9,-0.6,-7.2,-2.4,-24.9,6.7,-0.1,-5.2,2.2

# Next section:
SMILES,MLLE-PAM2 inh,TbMetRS inhib,bovine MsrA act,NRP1-CendR mod,SKN-1 block,E coli Lon inh,MsrA inhibitor,FAS TE block,MT1-MMP act inh
O=C(c1cccc(S(=O)(=O)Nc2cccc(C(F)(F)F)c2)c1)N1CCCCC1,1.2,-1.6,-9.2,-3.6,7.3,2.5,0.3,-0.5,-1.3
CCCCC(NS(=O)(=O)c1ccc(C)cc1)C(=O)Oc1ccc2c3c(c(=O)oc2c1)CCC3 (stereo not drawn),-2.5,-0.4,-0.2,-12.4,-1.9,-7.2,-0.3,35.6,6.4
O=C(Cc1cc(C(=O)O)c2ccccc2n1)Nc1ccccc1,11.4,-1.5,-9.4,15.4,-3.9,9.9,3.4,-10.9,-3.4
CCOP(=O)(OCC)C(Nc1cccc([N+](=O)[O-])c1)c1ccc(OC)cc1 (stereo not drawn),-1.8,-0.7,-5.0,1.2,6.6,3.7,0.0,0.8,-0.7
Cc1cc(N)ccc1N=Nc1c(C)n(C)n(-c2ccccc2)c1=O,-16.1,-1.2,-9.9,5.9,-0.3,1.5,1.8,-4.0,8.7
COc1ccc(C(=O)NNC2=Nc3cccc4cccc2c34)cc1,-2.8,0.6,-1.0,-8.4,-1.9,-39.2,2.0,-9.9,-11.9
O=C(O)C1CCCN1C(=O)Nc1ccc(F)cc1 (stereo not drawn),1.7,-0.3,-3.2,-11.3,-2.2,0.6,-1.3,-10.1,0.8
O=C(NCCCN1CCOCC1)c1cc(-c2ccc(Cl)s2)nc2ccccc12,-1.0,-0.6,-2.2,-20.6,5.9,1.3,2.0,-0.6,-0.2
C[C@H](CO)N1C[C@H](C)[C@H](CN(C)S(=O)(=O)c2cccc(C#N)c2)OCc2cnnn2CCCC1=O,3.3,-0.8,-4.7,-8.6,-2.8,0.2,1.2,-5.9,-0.2
CCOc1cc(C(=O)Nn2cnnc2)cc(OCC)c1OCC,-1.4,-0.5,-2.8,-3.1,2.2,-1.1,0.5,-7.0,2.1
O=C(COC(=O)c1ccc(F)c(S(=O)(=O)N2CCOCC2)c1)Nc1ccc(Cl)cn1,-7.4,0.3,0.2,-1.3,-0.2,-9.7,0.8,3.5,5.6
Cc1ccc2c(c1)C(=O)N1c3cc(C)c(C)cc3NC(=O)C1C(=O)N2 (stereo not drawn),15.6,1.0,-3.7,-3.1,10.2,-11.0,0.3,-9.6,2.1
O=C(c1ccc(CN2CCOCC2)cc1)N1CCN(c2ccccc2)CC1,-1.0,-0.6,-6.7,-8.6,-0.5,0.3,0.0,-1.7,5.8
COc1cc(/C=N/N2CCN(C3c4ccccc4-c4ccccc43)CC2)ccc1O,13.6,-1.5,-4.8,24.7,18.1,9.0,0.8,18.7,4.9
O=C(NCC(c1ccc(F)cc1)N1CCOCC1)c1ccc(C(=O)c2ccccc2)cc1 (stereo not drawn),-3.5,0.8,-1.6,4.7,-5.3,-2.3,-0.3,6.7,4.7
Cc1nn(-c2ccccc2)c2c1c(C)c(CCC(=O)N1CCOCC1)c(=O)n2C,3.4,-0.2,-2.6,2.7,21.3,0.6,.,-2.0,-3.0
CCC(Sc1nnc2c3ccccc3n(CC)c2n1)C(=O)Nc1sc2c(c1C#N)CCCC2 (stereo not drawn),17.7,-0.8,-6.1,-10.3,11.4,-5.3,-0.2,22.4,-1.3
CN1CCN2c3ncccc3Cc3ccccc3[C@@H]2C1,-8.0,-0.1,-1.4,-0.8,-1.9,2.4,0.3,-0.8,-3.4
O=C(CCO)c1ccc(O)cc1,-13.3,-1.9,-8.6,4.7,10.0,-2.5,0.9,-5.6,-0.3
Cc1ccc(C2C(C#N)=C(N)Oc3n[nH]c(-c4cccs4)c32)cc1 (stereo not drawn),-0.7,-1.5,-4.7,6.6,-13.5,7.2,-0.9,2.5,2.1
COc1cc2oc(=O)cc(-c3ccc(-c4ccc(F)c(Cl)c4)cc3)c2c(OC)c1OC,-1.1,0.1,1.9,-0.6,15.1,-0.5,-0.7,27.0,2.9
Cc1nn(C)cc1CNC(=O)c1cccc(F)c1,3.9,-0.5,-4.3,1.0,-6.8,-3.1,0.3,-11.5,-1.6
Cc1nc(SCC(=O)NCc2ccco2)c2oc3ccccc3c2n1,-12.6,0.1,3.1,8.5,6.8,-10.9,1.2,0.9,1.1
CS(=O)(=O)NC1CCN(Cc2ccccc2)CC1,0.5,0.1,-1.1,-4.0,-1.0,1.3,0.4,-6.8,-7.3
N#C/C(=C\c1cccc([N+](=O)[O-])c1)C(=O)Nc1cccnc1,17.1,0.1,0.0,6.8,-3.4,-2.1,-1.3,12.7,2.3

# (more compounds)
SMILES,MLLE-PAM2 inh,TbMetRS inhib,bovine MsrA act,NRP1-CendR mod,SKN-1 block,E coli Lon inh,MsrA inhibitor,FAS TE block,MT1-MMP act inh
Cc1ccnc(SCCn2c(Br)nc3c2c(=O)[nH]c(=O)n3C)n1,9.1,-1.1,-2.9,-2.6,-9.0,-4.4,-0.7,-4.6,1.6
COc1cc(NC(=O)COc2ccccc2C)ccc1NC(=O)c1ccco1,-2.9,-0.7,-2.6,-5.9,9.8,4.7,-0.2,3.1,-0.7
COCCNc1nnc(SCC(=O)Nc2cc(C)on2)s1,10.2,-0.2,-2.1,-11.2,13.3,-3.7,0.8,-3.6,-0.3
Cc1cccc(C)c1OCC(=O)NC(Cc1c[nH]c2ccccc12)C(=O)O (stereo not drawn),7.1,-1.2,-9.9,-0.1,-3.1,-6.0,-1.6,4.1,11.6
COCCCNC(=O)CN(c1cc([N+](=O)[O-])ccc1OC)S(C)(=O)=O,17.6,-0.8,-2.4,6.6,3.0,-5.2,1.0,-9.7,0.1
CC1=C(C(=O)OCc2ccccc2)C(c2ccco2)C2=C(CC(C)(C)CC2=O)N1 (stereo not drawn),2.0,-1.4,-6.5,7.9,-1.9,-8.1,1.9,2.9,-6.1
CCCCn1c(N)c(N(CC(C)C)C(=O)COC(=O)C2(c3ccccc3)CC2)c(=O)[nH]c1=O,-5.9,-0.1,-0.3,-1.3,15.9,-5.8,-0.5,-3.2,-7.9
O=c1[nH]c(=S)[nH]c2nccnc12,21.4,-0.2,6.3,6.4,4.4,-8.8,2.2,-3.8,4.0
